Screening results (PubChem BioAssay)
LYP act: LYP phosphatase activators, primary screen, biochemical, DiFMUP fluorescence, 2 µM; 0.11% of 96,000 active; AID 697, 2007; Tyrosine-protein phosphatase non-receptor type 22 (Homo sapiens), Q9Y2R2; recombinant LYP; 0 = plate median, 100 = signal doubled; activation, % at 2 µM;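 active = activation at 2 µM above a set limit, the mean plus 5 SD, cut at about 37% in these data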
PostGolgi yeast: phenotypic screen on post-Golgi transport, primary screen | post-Golgi transport phenotypic cell assay | inhibition, % at 10 µM | 0.9% of 98,000 active | AID 739, 2007;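 also: yeast cells grown in 1536-well plates; yeast grown about 18 h at 30C before absorbance read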
PostGolgi ctrl: growth inhibition of yeast control strain, primary screen, counter-screen for post-Golgi transport modulator project; efflux-deficient yeast background strain, growth absorbance A615, 16 h; inhibition, % at 10 µM; 5% of 98,000 active
FAK blocker: FAK kinase inhibitors, primary screen, biochemical; biochemical FAK kinase activity assay; inhibition, %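 (tested at 7 µM)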; 0.84% of 97,000 active; AID 727, 2007; in the data active = inhibition above about 19%;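 also: 0% = DMSO and 100% = reference compound high control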
S1P2 antag: human S1P2 receptor antagonists, primary screen, cell-based; Sphingosine 1-phosphate receptor 2 (Homo sapiens), O95136; cell-based S1P2 antagonist assay, inhibition at 5 uM; inhibition, % at 5 µM; 0.21% of 97,000 active; AID 736, 2007; in the data active = inhibition above about 45%;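 also: CRE beta-lactamase reporter cells expressing human S1P2 stimulated with S1P; 0% = agonist at EC80 alone and 100% = agonist plus reference antagonist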
Target sequence (O95136 whole entry, looked up): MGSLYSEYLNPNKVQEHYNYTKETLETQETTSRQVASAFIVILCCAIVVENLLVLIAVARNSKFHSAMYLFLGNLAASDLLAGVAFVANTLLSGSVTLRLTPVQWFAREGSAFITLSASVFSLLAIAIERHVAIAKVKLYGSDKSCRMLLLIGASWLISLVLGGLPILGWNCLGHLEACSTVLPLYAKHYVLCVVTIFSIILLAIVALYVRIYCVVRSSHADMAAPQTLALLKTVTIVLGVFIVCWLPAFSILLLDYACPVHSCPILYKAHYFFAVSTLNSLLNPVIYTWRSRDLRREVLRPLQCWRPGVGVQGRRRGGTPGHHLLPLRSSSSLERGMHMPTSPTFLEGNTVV
EphB4 ephrin blk: EphB4-ephrin-B2 interaction antagonists, primary screen, biochemical, TNYL-RAW peptide probe, fluorescence polarization; AID 720, 2007; 0.15% of 97,000 active; inhibition, % at 7 µM; EphB4 LBD / TNYL-RAW-Alexa532 peptide;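 active = inhibition above the screen-wide mean inhibition plus 3 SD, cut at about 15% in these data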;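 also: 0% = DMSO wells and 100% = excess unlabeled TNYL-RAW peptide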
PTPN22 inh 2: PTPN22 phosphatase inhibitors, primary screen, biochemical, DiFMUP fluorescence, 2 µM. Tyrosine-protein phosphatase non-receptor type 22 (Homo sapiens), Q9Y2R2. recombinant LYP catalytic domain. inhibition, % at 2 µM. 0.21% of 96,000 active;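 active = inhibition at 2 µM at or above a set limit, the screen mean plus 3 SD, cut at about 24% in these data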;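 also: 0% = DMSO with enzyme and 100% = enzyme fully blocked by orthovanadate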
S1P2 ag: S1P2 receptor agonists, primary screen, cell-based; Sphingosine 1-phosphate receptor 2 (Homo sapiens), O95136; S1P2-expressing cell line, agonist reporter read-out; activation, % at 4.5 µM; 0.46% of 97,000 active; in the data active = activation above about 16%;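 also: 0% = vehicle low control and 100% = maximal reference agonist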
Rev-RRE block: HIV-1 Rev-RRE binding inhibitors, primary screen, biochemical, FRET, protein-RNA interaction; 0.79% of 97,000 active; inhibition, % at 8 µM; P05866; Rev peptide-RRE RNA binding; AID 704, 2007;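 active = inhibition above the screen-wide mean plus 3 SD, cut at about 35% in these data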;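 also: 0% = median DMSO wells and 100% = median Neomycin B control wells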
Target sequence (P05866 whole entry, looked up): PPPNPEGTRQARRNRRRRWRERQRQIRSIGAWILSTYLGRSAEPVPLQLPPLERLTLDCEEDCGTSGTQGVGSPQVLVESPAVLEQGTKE
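System: Cy5-labelled duplex RRE RNA binding fluorescein-labelled HIV Rev peptide; Signal: fluorescein-to-Cy5 FRET, 480 nm excitation; Also added: labelled Rev peptide; Compound: one concentration, 8 µM nominal; Buffer or medium: HEPES pH 7.5 salt buffer with EDTA; Read-out: % inhibition of FRET ratio versus controls; Schedule: 5 min preincubation and 15 min binding, 25 °C.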
* = called active by the depositor; . = no result given. Rule as the data show it, unless noted: active = inhibition above about 30%; inactive = the rest.

SMILES,PTPN22 inh 2,S1P2 antag,Rev-RRE block,PostGolgi ctrl,PostGolgi yeast,LYP act,EphB4 ephrin blk,FAK blocker,S1P2 ag
COC(=O)c1c(NC(=O)CN2CCN(C(=O)c3ccco3)CC2)c2c(C)cccc2n1C,-14,5,4,-6,18,10,2,-6,-5
CCCOC(=O)CCn1c(=S)oc2ccccc21,3,11,7,2,-2,-5,2,7,-5
CCCn1c(CN2CCN(C(=O)c3ccco3)CC2)nc2c1c(=O)n(C)c(=O)n2C,-21,-13,5,35*,6,18,-1,2,-4
O=C1CN(C(=O)c2ccco2)C(c2ccccc2)c2cc(Cl)ccc2N1 (stereo not drawn),14,5,2,5,6,-14,2,-1,-6
O=C(Cn1cc(C(=O)C2CC2)c2ccccc21)NC1CCCC1,3,-8,2,-2,-4,-3,-3,-6,-4
CC1/C(=N/O)CC(c2ccccc2)NC1c1ccccc1 (stereo not drawn),-5,11,-2,4,22,4,0,0,-5
O=C1c2ccccc2C(=O)N1CCc1nc(-c2cccnc2)no1,-10,-26,-3,3,-5,6,3,0,-4
O=C(NS(=O)(=O)c1ccc(NC(=O)C2CCCO2)cc1)c1ccccc1 (stereo not drawn),12,-11,1,6,6,-9,3,0,-1
COC(=O)C(NC(C)=O)(Nc1nc2c(C)cc(C)cc2s1)C(F)(F)F (stereo not drawn),10,-34,3,14,11,-8,5,1,-7
O=C1OCCC1N1C(=O)c2ccccc2S1(=O)=O (stereo not drawn),-7,-7,10,-12,0,7,-1,1,-2
COc1ccc2[nH]c(O)c(NC(C)=O)c2c1,-11,-4,5,11,-16,7,2,-8,-3
Cc1ccc(CCNC(=O)c2coc3nc4ccccc4nc23)cc1,-12,-10,20,8,2,11,-3,-35,0
Cc1ccc(S(=O)(=O)NCC(=O)OCC(=O)c2ccc(Br)s2)cc1,-9,25,11,8,-8,11,0,1,-10
CCOc1cc(C(=O)OCC(=O)Nc2cc(C)on2)cc(OCC)c1OCC,5,-6,7,1,-11,-4,3,0,-4
CNC(=S)NNC(=O)CCn1nc(C)c(Br)c1C,1,5,10,37*,-13,2,1,-1,-4
O=c1cc(CSc2nnc(COc3ccc(Cl)cc3)o2)c2ccccc2[nH]1,5,-5,10,10,19,-7,1,2,-2
CSc1nc(NCc2ccco2)c2c3c(sc2n1)CN(C)CC3,-6,-11,10,4,3,4,-9,9,-3
COc1ccc(C(NC(N)=O)c2ccccc2)cc1 (stereo not drawn),0,12,8,5,-3,0,-1,0,-5
COc1ccc(-c2n[nH]c(C)c2-c2cc(OC)ccc2O)cc1,4,-5,4,19,-2,-3,-1,0,-3
CC(C)(C)c1cnnn1-c1ccc(NC(=O)c2ccc3c(c2)OCO3)cc1,-2,11,9,27,0,0,-1,2,-6
CCN(CC)C(=O)N1CCC(NC(=O)c2ccccc2)CC1,0,4,1,-6,1,0,2,0,-4
CCn1c(SCC(=O)Nc2cccc(C)c2)nc2c(c1=O)SC(C)C2 (stereo not drawn),5,10,2,10,0,-6,0,-10,-9
C=CCc1ccccc1OCC(O)CN(CC)CC (stereo not drawn),-7,-13,9,8,-5,10,-5,5,-4
Cc1ccc(NC(=O)CCC(=O)NNC(=O)c2ccco2)cc1C,-3,7,0,-6,1,6,-2,-3,-11
COc1ccc2nc(C)cc(SCC(=O)N/N=C/c3cccc4ccccc34)c2c1,-2,-32,-4,0,0,0,-2,32*,-5
COc1ccc(CCNC(=O)C2CCN(S(=O)(=O)N3CCOCC3)CC2)cc1OC,9,9,1,2,-10,-10,-5,-2,0
C(=N\N1CCN(C2c3ccccc3-c3ccccc32)CC1)/c1cccs1,10,10,-3,3,-9,-6,-1,1,-4
COc1ccc(C)cc1NC(=O)CSc1nnc(CC(=O)Nc2cccc(C(F)(F)F)c2)n1C,-11,-24,8,3,-1,10,-2,1,-4
O=C(O)Cn1nc2ccccc2n1,-16,-6,5,-1,-6,11,-1,1,-3
O=C(NCCCCCCNC(=O)OC1CCS(=O)(=O)C1)OC1CCS(=O)(=O)C1 (stereo not drawn),8,3,7,10,-1,-8,9,-2,-2
COc1ccc(-n2c(SCC(=O)N3CCOCC3)nc(O)c(Cc3ccccc3)c2=O)cc1,0,-2,6,1,2,1,0,0,-6
CCOC(=O)C1=C(C)N=c2s/c(=C\C(=O)OC)c(=O)n2C1c1ccc(OC)cc1 (stereo not drawn),-16,10,3,-1,21,15,-11,-1,-6
O=C(Nc1nc2c(s1)CCc1ccccc1-2)c1ccco1,-4,-20,15,20,-9,6,-4,1,-3
CCCCCn1nc(C)c(/C=N\NC(=O)c2cc(C)oc2C)c1C,10,-14,-7,.,.,-11,-2,-1,-5
CCOc1ccc(NC(=O)N2CCC(c3ccc(C)cc3)C2)cc1 (stereo not drawn),6,14,3,36*,-24,-3,4,4,-4
COc1ccc(C2C(C#N)=C(N)OC(C(C)(C)C)=C2C#N)cc1OC (stereo not drawn),6,-3,3,15,-6,-6,-2,2,-7
CC(=O)N1N=C(c2ccc(Cl)cc2)OC1c1ccc(C(C)C)cc1 (stereo not drawn),15,17,12,15,3,-14,6,8,-1
O=C1C2C3C=CC(CC3)C2C(=O)N1/N=C/c1ccc(O)cc1 (stereo not drawn),-8,-25,0,20,-4,11,-2,-11,-7
Cc1nc(SCC(N)=O)[nH]c(=O)c1Cc1ccc(OC(C)C)cc1,7,6,6,0,-4,-9,-3,-6,-8
COc1ccc(Cc2nnc(NS(=O)(=O)Cc3ccccc3)s2)cc1,-9,-17,2,13,7,8,-8,-1,-3
O=C1CC(Nc2ccccc2)C(=O)N1Cc1ccccc1 (stereo not drawn),-8,-40,3,27,-5,7,-3,-2,-3
O=C(NC(=O)N1CCN(c2ccccc2F)CC1)c1ccccc1,2,2,4,15,3,-3,-1,-1,-8
CCOC(=O)c1sc(=S)n(-c2cccc(C(F)(F)F)c2)c1SC,9,13,11,6,26,-6,1,-1,-10
[O-]/C(=C(\C(=S)Nc1cccc2ccccc12)[n+]1ccccc1)c1ccc2c(c1)OCCO2,8,-1,8,26,-1,-7,9,-3,-6
CC(=O)Nc1c(O)nc(SCC(=O)Nc2nnc(CC(C)C)s2)[nH]c1=O,1,-9,-1,4,-6,2,4,-3,-2
COc1ccc(C2Sc3nncn3N2Cc2ccc(C#N)cc2)cc1 (stereo not drawn),-7,-2,2,4,-11,8,8,-2,-10
O=C(Nc1ccc(F)c(F)c1)c1ccc2c(c1)OCO2,12,18,8,-2,-5,-14,5,-2,-5
COc1cccc(-n2nnc3c(=O)n(Cc4ccccc4F)cnc32)c1,-1,16,13,-4,7,-2,-2,-1,-2
CCn1c(C)cc(/C=C2\NC(=O)N(CC(=O)Nc3cccc(C)c3)C2=O)c1C,14,-22,25,1,6,-10,-4,-2,-3
O=C(c1ccc([N+](=O)[O-])cc1)N(Cc1ccc(Cl)cc1)N1C(=O)CCCC1=O,2,15,4,24,-1,1,-1,-2,-3
Cc1[nH]n(-c2ccccc2)c(=O)c1/C=N/n1c(C)nc2ccccc2c1=O,-1,1,7,4,-4,1,8,9,1
CC(=O)c1c(C)[nH]c(C(=O)OCC(=O)NCCc2ccc(Cl)cc2)c1C,4,1,11,9,-6,-5,7,1,-6
Cc1cc(S(=O)(=O)NCC(=O)O)ccc1F,-6,6,-2,-6,4,10,-4,-6,-1
CS(=O)(=O)c1cccc(C(=O)NC(c2ccccc2)c2ccccc2)c1,2,5,7,3,-1,-2,7,-2,-4
CCCC(C(=O)NC1CCCC1)N(Cc1ccc2c(c1)OCO2)C(=O)c1snc(C(N)=O)c1N (stereo not drawn),1,-11,9,-1,18,0,-1,0,-1
NC(CC(=O)OC1CCCCC1)C(=O)OC1CCCCC1 (stereo not drawn),-2,9,7,-1,4,7,6,8,2
Cn1c(NC(=O)C2c3ccccc3Oc3ccccc32)cc(=O)n(C)c1=O,-6,-7,3,9,-1,3,-1,4,0
CN(c1ccc(C(=O)Nc2ccccc2C(=O)N2CCOCC2)cc1)S(C)(=O)=O,2,0,6,.,.,-5,3,1,-1
c1ccc(SCc2nc3ccccc3[nH]2)nc1,0,11,1,-5,-1,0,-2,-1,-6
CCOC(=O)c1cnc2ccc(C(=O)OC)cc2c1NCc1ccco1,0,-19,3,12,4,-4,-6,11,-7

Arranged by the number under S1P2 ag (largest number first): 3 from the list above
| mol | PTPN22 inh 2 | S1P2 antag | Rev-RRE block | PostGolgi yeast | LYP act | EphB4 ephrin blk | FAK blocker | S1P2 ag |
| --- | --- | --- | --- | --- | --- | --- | --- | --- |
| Cn1c(NC(=O)C2c3ccccc3Oc3ccccc32)cc(=O)n(C)c1=O | -6 | -7 | 3 | -1 | 3 | -1 | 4 | 0 |
| Cc1cc(S(=O)(=O)NCC(=O)O)ccc1F | -6 | 6 | -2 | 4 | 10 | -4 | -6 | -1 |
| O=C(c1ccc([N+](=O)[O-])cc1)N(Cc1ccc(Cl)cc1)N1C(=O)CCCC1=O | 2 | 15 | 4 | -1 | 1 | -1 | -2 | -3 |

The list continues:
SMILES,PTPN22 inh 2,S1P2 antag,Rev-RRE block,PostGolgi ctrl,PostGolgi yeast,LYP act,EphB4 ephrin blk,FAK blocker,S1P2 ag
CCCN1CCN(CCCNC(=O)CCNC(=O)Cn2ccc3ccccc3c2=O)CC1,-7,2,11,-10,-3,8,-5,0,2
O=c1c2ccccc2nc2n1CCCS2,4,9,6,-5,4,-7,-5,3,-5
CCOC(=O)c1c(NC(=O)CSc2n[nH]c(-c3ccco3)n2)sc(C)c1C,1,-12,2,12,1,-1,-2,-1,23*
CCNC(=O)CC1C(=O)N(c2ccc(OC)cc2)C(=O)N1Cc1ccc(OC)cc1 (stereo not drawn),-7,-2,0,11,2,6,-11,-9,-5
Cc1nnc(OCc2nc3ccccc3n2C)c2ccccc12,0,-23,0,18,8,-4,-11,0,8
CCC(C)(C)n1nnnc1C(c1ccc(N(C)C)cc1)N1CCN(C2CCCCC2)CC1 (stereo not drawn),0,23,-3,25,8,-1,-2,-2,-4
N#CNC1=NCN(CCc2ccccc2)CN1,3,10,4,-4,15,-3,-2,-2,-3
Cc1cc(N2CCOCC2)cc(C)[n+]1[O-],-3,0,-1,2,11,0,-6,-7,-7
CCOC(=O)c1cc2c(=O)n3ccccc3nc2n(CCCOC)c1=NC(=O)c1cccnc1,2,-18,6,3,0,2,-2,-4,22*
CCOC(=O)c1sc2nc3c(cc2c1N)COC(C(C)C)C3 (stereo not drawn),-6,5,2,-10,-1,8,-3,-7,2
CCOc1ccc2nc(SCc3ccccc3C#N)sc2c1,1,-23,10,7,-4,3,-2,2,-4
CCCN1Cc2cccc(C(=O)N3CCN(c4ccccc4)CC3)c2C1=O,-5,-5,4,1,-5,6,-4,0,-1
CCOC(=O)C1=C(C)NC(=O)NC1c1ccc(NC(C)=O)cc1 (stereo not drawn),5,-8,10,7,4,0,10,-8,-1
CCOC(=O)c1sc(=S)n(CC)c1NC(=O)CC,10,-21,1,6,18,-7,-2,0,-5
CC(=O)N1CCN(C(=O)CCc2c[nH]c3ccccc23)CC1,13,2,7,6,9,-14,5,-2,-6
O=C(Nc1cc(Cl)cc(Cl)c1)C1CCC(=O)N1Cc1ccccc1Cl (stereo not drawn),14,-2,12,11,-7,-11,1,4,-3
COCCCn1c(SCC(=O)N(C)C)nnc1-c1ccccc1,1,18,12,-10,12,-4,12,4,-4
